Rat MKP-3 inhibitors = MKP-3 phosphatase inhibitors, primary screen, biochemical, rat enzyme, in vitro (AID 425); 110,000 tested, 0.17% active; inhibition, % at 20 µM; hits with a dose series show IC50 in µM; recombinant MKP-3 phosphatase activity, fluorescence; higher % means a stronger effect; in the data active = inhibition above about 50%;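 note: plate controls were vehicle for no effect and reference inhibitor for full effect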
Hsp70 inhibitors = Hsp70 inhibitors, probe displacement, primary screen, biochemical, fluorescence polarization (AID 583); 140,000 tested, 0.06% active; displacement, % at 20 µM; hits with a dose series show IC50 in µM; Hsp70 fluorescence polarization probe displacement, mP; higher % means a stronger effect; in the data active = displacement above about 50%;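 note: plate controls were vehicle for no effect and reference ligand for full effect; a part of the inactive calls stands beside numbers as strong as those of hits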
The depositor's hits bear a star; / = no result given; & = joins results of further samples. Not all compounds are listed. The share of hits here may be higher or lower than overall.

SMILES | Rat MKP-3 inhibitors | Hsp70 inhibitors
O=C(c1cccc(S(=O)(=O)N2CCCC2)c1)N1CCN(c2ccccc2)CC1 | -17.2% | -4.7%
CCSc1nnc(-c2ccccc2N)c(=O)[nH]1 | -12.9% | -0.3%
O=C(O)CC1SC(=Nc2ccccc2)N(c2ccccc2)C1=O (centres undefined) | 0.4% | -1.1%
O=C(CSc1nc2ccccc2c(=O)n1-c1ccccc1)Nc1ccccc1 | -0.3% | 0.2%
O=C(Nc1ccc(N2CCCC2)cc1)C(c1ccccc1)c1ccccc1 | / | 0.0%
COc1ccc(-c2cc(=O)oc3c(C)c(OCc4nn[nH]n4)ccc23)cc1 | -6.4% | -0.2%
Cc1ccc(NC(=O)CS(=O)(=O)c2ccccc2)cc1 | 2.6% | -2.3%
Cc1ccc(S(=O)(=O)N2CCN(C(=O)CN3CCOCC3)C2c2ccccc2)cc1 (centres undefined) | -10.3% | -1.5%
COc1ccccc1NC(=O)Nc1nnc(C(C)C)s1 | -3.0% | 1.2%
Nc1ccc(SC(F)(F)F)cc1C(=O)c1ccccc1 | -9.5% | -3.3%
CCCCCn1c(=O)[nH]c2cc(C(=O)NCc3ccco3)ccc2c1=O | / | -2.2%
COC(=O)C(NC(=O)C(C)NC(=O)OCc1ccccc1)C(C)C (centres undefined) | 2.2% | -4.4%
Cc1ccc(SC(C)C(=O)Nc2cccnc2)cc1 (centres undefined) | / | -0.2%
CCN(CC)C(=O)CN(c1cccc(Br)c1)S(=O)(=O)c1ccccc1 | -2.6% | -3.6%
Cc1ccc(/C=C2\SC(=S)N(C(Cc3ccccc3)C(=O)O)C2=O)cc1 (centres undefined) | 0.6% | 0.7%
COc1ccc(CNc2oc(-c3ccccc3)nc2C#N)cc1 | 0.6% | -2.7%
CCOC(=O)c1ccc(N=CC2=C(O)c3ccccc3C2=O)cc1 | 1.5% | 0.0%
COc1cc(C=O)ccc1Oc1ncnc2sc3c(c12)CCCC3 | -2.4% | 0.4%
COc1cc2[nH]c(=O)n(CCC(=O)NC3CCCC3)c(=O)c2cc1OC | 0.6% | 4.2%
Cc1cccc2cc(C#N)c(N3CCN(C)CC3)nc12 | -1.7% | 2.3%
COc1ccc(-c2nnc(NC(=O)c3ccccc3C)o2)cc1 | -3.9% | /
Fc1ccc(/C=C2\CCCC3=C2Nc2ncnn2C3c2ccc(F)cc2)cc1 (centres undefined) | / | 8.4%
O=C(CC1SC(=Nc2ccccc2)N(c2ccccc2)C1=O)NCc1ccccc1 (centres undefined) | 3.8% | -3.7%
Cc1[nH]n(-c2ccccc2)c(=O)c1/C=N/NC(=O)COc1ccc(C(C)(C)C)cc1 | -0.7% | 0.1%
Cn1c(N2CCN(c3ccccn3)CC2)nc2c1c(=O)n(Cc1ccc(Cl)cc1)c(=O)n2C | -0.2% | 3.9%
Cc1cc(C)n(-c2nc(N(C)C)nc(N3CCOCC3)n2)n1 | / | 2.8%
Cc1[nH]n(-c2ccccc2)c(=O)c1C(c1ccc(OC(=O)c2ccccc2F)cc1)c1c(C)[nH]n(-c2ccccc2)c1=O | 4.6% | 3.2%
O=C(CSc1nc2ccccc2o1)Nc1ncccn1 | 1.7% | -3.0%
CN(C)C=Nc1ncnc2c(C#N)c3n(c12)CCCCC3 | 2.7% | 1.9%
CCOc1cc(C=O)c(Br)cc1OC1CCCC1 | / | -9.8%
O=C(OCCN1C(=O)c2ccccc2C1=O)c1ccc(S(=O)(=O)N2CCCCCC2)cc1 | -2.2% | 0.2%
CCN(CC)C1CCCCC1NS(=O)(=O)c1ccc(Cl)cc1 (centres undefined) | -1.7% | 1.0%
CCC(c1nnnn1CC1CCCO1)N(CCN1CCOCC1)Cc1cc2cc(C)ccc2[nH]c1=O (centres undefined) | 2.8% | 1.0%
N#Cc1cc2c(nc1SCC(=O)NCc1ccc3c(c1)OCO3)CCCCC2 | -4.5% | 1.7%
Cc1[nH]c2ccc(S(N)(=O)=O)cc2c1C | -6.6%&-0.1% | -1.7%&4.7%
CC1CCc2cccc3c2N1c1cc(C#N)c(C#N)cc1O3 (centres undefined) | -1.3% | 39.3%
O=C(Cc1cccs1)Nc1nnc(-c2ccncc2)s1 | -3.5% | -0.2%
COc1cccc(N2C(=O)CC(N3CCN(C/C=C/c4ccccc4)CC3)C2=O)c1 (centres undefined) | 0.1% | -1.6%
Cc1ccc(C2CC(C(F)(F)F)n3nc(C(=O)Nc4c(C)n(C)n(-c5ccccc5)c4=O)c(Cl)c3N2)cc1 (centres undefined) | -4.1% | -2.4%
CCOc1ccc(NC(=O)CC2SC(N)=NC2=O)cc1 (centres undefined) | 2.9% | -9.7%
CC(=O)c1cccc(S(=O)(=O)N2CCCC(c3nc(-c4ccc(C)o4)no3)C2)c1 (centres undefined) | -2.5% | -3.9%
CCOC(=O)COc1ccccc1/C=C1\C(=O)NN(c2ccccc2)C1=O | 1.5% | 2.1%
CCOC(=O)C1=NNC(C(=O)c2ccccc2)C1c1ccc(Br)cc1 (centres undefined) | 1.7% | 0.0%
Cc1nc2cc(N3CCN(C)CC3)c(NC(=O)Cc3ccccc3)cc2c(=O)n1Cc1ccccc1 | 0.1% | -6.4%
Cc1cccc(NC(=O)c2cccs2)n1 | 2.4% | 2.1%
CCc1nc(Nc2ccc(OC)c(OC)c2)c2nnn(Cc3ccccc3Cl)c2n1 | / | 0.5%
CCOC(=O)N1CCN(CC(O)COCCC23CC4CC(CC(C4)C2)C3)CC1 (centres undefined) | / | -1.7%
COc1ccc(C2=NN(c3nc(-c4ccc(C)c(C)c4)cs3)C(c3ccc(OC)cc3)C2)cc1 (centres undefined) | -3.9% | 4.4%
CC(C)Cn1c(SCC(=O)NC(=O)NC2CCCC2)nc2ccccc21 | 2.4% | -1.8%
CCC(Oc1ccccc1)C(=O)N1CCN(c2ccccc2)CC1 (centres undefined) | 0.5% | -1.2%
Cc1ccc(C(=O)Nc2sc3c(c2C(=O)N2CCCCCC2)CCC(C)C3)cc1 (centres undefined) | -1.1% | -3.1%
Cc1ccccc1C(=O)NCc1nnc(SCC(=O)N2c3ccccc3Sc3ccccc32)n1C | / | 1.0%
CCN(CC)c1ccc(N=Cc2c(O)[nH]c(=S)[nH]c2=O)cc1 | -4.0% | -16.4%
COc1ccc(NC(=O)C(c2ccccc2)c2ccccc2)c([N+](=O)[O-])c1 | 6.7% | 2.8%
CC(C)Oc1cccc(C(=O)N2CCCC2)c1 | 2.9% | -2.1%
Cc1ncsc1C(=O)Nc1nc2c(s1)CC(C)CC2 (centres undefined) | 0.4% | -2.9%
O=S1(=O)C=C(N2CCOCC2)c2ccccc21 | -9.7% | /
COc1cc(CN2CCN(c3cccc(C)c3C)CC2)cc(Br)c1O | -16.1% | 2.2%
COC(=O)CSc1ncnc2c1sc1nc(N3CCOCC3)c3c(c12)CCCC3 | / | -4.2%
COCCOC(=O)c1c(C)oc2ccc(OC(=O)c3ccc(OC)cc3)cc12 | 2.2% | -0.7%

Later entries.
SMILES | Rat MKP-3 inhibitors | Hsp70 inhibitors
O=C(NCc1ccc(F)cc1)c1cc(-c2cccs2)on1 | -1.8% | -5.4%
COc1ccc2c(c1)OCC/C2=N/OC(=O)c1ccc(OC)c([N+](=O)[O-])c1 | -0.9% | 2.6%
CCCN1C(=O)C(Cc2nc3ccccc3c(=O)n2C)c2ccccc21 (centres undefined) | / | -1.3%
Cc1csc(NC(=O)C2CCN(C(=O)CSc3nnc(C)n3Cc3ccccc3)CC2)n1 | -7.1% | 2.8%
O=C(Nc1ccccc1C(F)(F)F)c1cnn2c(C(F)(F)F)cc(-c3ccccc3)nc12 | 1.2% | -2.4%
CCCN1C=CC(=C/C=C(\C#N)C(=O)OCC)C=C1 | / | -155.1%
Cc1cccc(NC(=O)CSc2nc3c(c(=O)[nH]2)CCCC3)c1C | / | 2.1%
CCCc1nc(NCc2ccco2)c(C#N)c2c1COC(C)(C)C2 | -3.4% | -1.0%
COc1ccc(N2CC(C(=O)NCCc3ccc(OC)c(OC)c3)CC2=O)cc1 (centres undefined) | -2.7% | 1.3%
O=C(CSc1nc(-c2ccccc2)cc(=O)[nH]1)NCc1ccc2c(c1)OCO2 | -9.5% | -3.6%
O=C(NCCCCNC(=O)c1cccnc1)c1cccnc1 | -10.1% | 2.5%
CCc1cc(=O)oc2cc(OCC(=O)c3ccc(Cl)cc3)ccc12 | 4.3% | -3.3%
COc1ccc(NC(=O)COc2cccc(C)c2C)c([N+](=O)[O-])c1 | 3.2% | 0.5%
Cc1ccc(S(=O)(=O)/N=C(/Nc2nc(C)cc(C)n2)N2CCOCC2)cc1 | -2.5% | 9.6%
CCOC(=O)C1=C(C)N=c2s/c(=C\c3ccc(I)cc3)c(=O)n2C1c1ccc(OC)c(OC)c1 (centres undefined) | 3.7% | -1.8%
CC1CCc2c(nc3ccccc3c2C(=O)O)C1 (centres undefined) | 3.5% | 0.7%
CCCNS(=O)(=O)c1ccc(OCC(=O)NCc2ccco2)cc1 | -8.0% | 5.0%
COc1ccc(-c2nc(=S)c3c(n2CCO)CCCC3)cc1 | 1.4% | 0.4%
CC(C)(C)C(=O)Nc1sc2c(c1C(=O)Nc1ccccc1)CCCCC2 | 3.1% | -0.9%
CC1CCc2nc(N)c(C#N)c(-c3cccnc3)c2C1 (centres undefined) | -5.6% | -4.8%
CS(=O)(=O)N(CC(=O)N1CCOCC1)c1ccc2c3c(cccc13)CC2 | -14.4% | 5.4%
COc1ccc(OC)c(NC(=O)CSc2nnc(CNC(=O)COc3ccc(Cl)cc3)o2)c1 | -5.1% | 2.0%
COC(=O)c1ccc(NC(=O)CNC(=O)C2CCCCC2)cc1 | -1.9% | 5.0%
COc1ccc(OC)c(/C=N\NC(=O)c2c(C)nc3cc(C)ccn23)c1 | -1.3% | -1.4%
CCc1ccc(N(CC(=O)NC2CCCCC2)S(=O)(=O)c2c(C)noc2C)cc1 | 4.6% | 0.7%
COC(=O)c1sc(NC(C)=O)c(C(=O)OC)c1C | -7.2% | 4.8%
COc1ccc(OC)c2c1sc(=NC(=O)C(C)(C)C)n2C | 4.0% | -3.2%
CN(C)C(=O)C(=O)c1c[nH]c2ccccc12 | -1.4% | 2.6%
N#Cc1c(NC(=O)CN2CCCCC2)sc2c1CCC2 | -3.9% | /
O=C(CSc1nnc(COc2ccccc2)n1Cc1ccco1)Nc1ccc2c(c1)OCCO2 | -8.1% | 3.0%
Cn1c(O)c(C(N)=NC(=O)c2ccccc2)c(=O)n(C)c1=O | 1.9% | -1.4%
COc1ccc(OC)c(C2/C(=C(\O)c3ccccc3)C(=O)C(=O)N2CCN(C)C)c1 (centres undefined) | 2.6% | -0.7%
Cn1c(SCC(=O)C(C)(C)C)nnc1-c1ccncc1 | / | -1.4%
COC(=O)c1ccccc1NC(=O)C1CC(=O)N(c2ccc(C)c(C)c2)C1 (centres undefined) | / | -0.9%
COc1nc(NCc2cccnc2)nc(OC)n1 | -2.3% | -2.5%
Cc1ccccc1OCCn1cc(/C(N)=N/O)c2ccccc21 | / | 2.7%
O=c1[nH]cnc2scc(-c3ccccc3)c12 | / | 1.5%
CCCCOC(=O)c1ccc(N2C(=O)CC(N3CCN(C/C=C/c4ccccc4)CC3)C2=O)cc1 (centres undefined) | -12.5% | /
COc1cc(OC)c(S(=O)(=O)NCc2ccco2)cc1S(=O)(=O)NCc1ccco1 | -7.7% | /
COc1ccc(-c2cc(-c3cccs3)c(C#N)c(SCC(=O)NCc3ccccc3)n2)cc1 | / | -4.5%
Cc1ccc(NC(=S)NC(=O)c2ccco2)cc1C | 0.6% | -2.5%
CC(=O)N1CCN(c2ccc(NC(=O)c3ccccc3Br)cc2)CC1 | -3.7% | 0.7%
COc1ccc(CCNC(=O)c2cc(Cl)ccc2OC)cc1 | 4.7% | -0.9%
COc1ccccc1NC(=O)CSC1CC(=O)N(c2ccc3c(c2)OCO3)C1=O (centres undefined) | -2.4% | -2.5%

Structural class: the compounds so far with an NH in an aromatic ring
SMILES | Rat MKP-3 inhibitors | Hsp70 inhibitors
CCSc1nnc(-c2ccccc2N)c(=O)[nH]1 | -12.9% | -0.3%
COc1ccc(-c2cc(=O)oc3c(C)c(OCc4nn[nH]n4)ccc23)cc1 | -6.4% | -0.2%
CCCCCn1c(=O)[nH]c2cc(C(=O)NCc3ccco3)ccc2c1=O | / | -2.2%
COc1cc2[nH]c(=O)n(CCC(=O)NC3CCCC3)c(=O)c2cc1OC | 0.6% | 4.2%
Cc1[nH]n(-c2ccccc2)c(=O)c1/C=N/NC(=O)COc1ccc(C(C)(C)C)cc1 | -0.7% | 0.1%
Cc1[nH]n(-c2ccccc2)c(=O)c1C(c1ccc(OC(=O)c2ccccc2F)cc1)c1c(C)[nH]n(-c2ccccc2)c1=O | 4.6% | 3.2%
CCC(c1nnnn1CC1CCCO1)N(CCN1CCOCC1)Cc1cc2cc(C)ccc2[nH]c1=O (centres undefined) | 2.8% | 1.0%
Cc1[nH]c2ccc(S(N)(=O)=O)cc2c1C | -6.6%&-0.1% | -1.7%&4.7%
CCN(CC)c1ccc(N=Cc2c(O)[nH]c(=S)[nH]c2=O)cc1 | -4.0% | -16.4%
Cc1cccc(NC(=O)CSc2nc3c(c(=O)[nH]2)CCCC3)c1C | / | 2.1%
O=C(CSc1nc(-c2ccccc2)cc(=O)[nH]1)NCc1ccc2c(c1)OCO2 | -9.5% | -3.6%
CN(C)C(=O)C(=O)c1c[nH]c2ccccc12 | -1.4% | 2.6%
O=c1[nH]cnc2scc(-c3ccccc3)c12 | / | 1.5%

Source: PubChem BioAssay
